Tau fibril ThT: tau fibrillization inhibition (ThT binding). P10636. recombinant tau K18 P301L, heparin-induced fibrillization, ThT fluorescence. Potency, µM (doses to about 57.4 µM), without a hit: top-dose activity, negative = inhibition, most hits filed as inhibitors. actives 2.1% (n = 270,000); also: % is scaled to controls: 0 for no effect and ±100 for the full control effect; nearly all actives have a fitted effect of over 55% in size
Target sequence (P10636 561-689 P618L limits assumed): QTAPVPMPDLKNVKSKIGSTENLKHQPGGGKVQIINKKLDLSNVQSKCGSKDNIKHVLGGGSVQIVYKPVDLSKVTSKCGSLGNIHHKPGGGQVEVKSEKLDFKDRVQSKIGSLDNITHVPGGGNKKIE
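Recombinant human tau K18 fragment […] carrying P301L, 15 uM unlabeled plus 0.24 uM Alexa 594-labeled, was fibrillized with 20 uM heparin in 100 mM sodium acetate pH 7 for 6 hr at 37 C; 30 uM ThT fluorescence read after 1 hr.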
GAA spleen mod: lysosomal alpha-glucosidase (human) modulation. P10253. human spleen homogenate, 4-MU-alpha-glucoside fluorescence. actives 0.006% (n = 240,000). Potency, µM (top dose mostly 79.9 µM), for inactives: top-dose activity change, negative = inhibition, hits mostly inhibitors;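 also: 0% = enzyme with vehicle and -100% = no enzyme basal signal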
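Enzyme source: human spleen homogenate, 1 ug/well. Buffer 50 mM citric acid/K phosphate pH 5.0, 0.01% Tween-20. 4-MU-alpha-glucoside 1 mM; 37 C x 40 min; NaOH/glycine stop; fluorescence.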
Tau fluor counter: counter-screen for tau fibril formation inhibitors; Potency, µM (highest dose often 57.7 µM), for the others: at the highest dose activity change, negative = decrease; tau K18 P301L (four-repeat tau fragment) Alexa594 fluorescence, heparin fibrillization; actives 0.93% (n = 280,000); AID 1463; also: % is scaled to controls: 0 for no effect and ±100 for the full control effect; nearly all actives have a fitted effect of over 55% in size
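Human K18 P301L tau (15 uM unlabeled plus 0.24 uM Alexa 594-labeled, final) in 100 mM sodium acetate pH 7 was mixed with compound and 20 uM heparin and incubated 6 hr at 37 C.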
HTT cytoprotect: Huntington cell model cytoprotection by ATP luminescence | AID 1471 | Potency, µM (highest dose often 56.4 µM), without a hit: cytoprotection (ATP increase), actives largely listed as activators | actives 0.14% (n = 230,000) | PC12 HTT-Q103 induced, cytoprotection, ATP luminescence, 40 h;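 also: % of control where 0% means no effect; nearly all actives have a fitted effect of over 45% in size; toxic huntingtin expression switched on by the ecdysone agonist tebufenozide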
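Rat PC12, Q103 Htt exon1-GFP fusion, ecdysone promoter; tebufenozide inducer 100 nM final; compound titration; qHTS, 1500 cells/well; ATPlite luminescent read.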
aGal spleen mod: inhibits or activates alpha-galactosidase in human spleen homogenate; P06280; human spleen homogenate, 4MU-alpha-Gal fluorescence, 40 min; Potency, µM (series often up to 80 µM), without a hit: at the top dose activity change, negative = inhibition, most hits filed as inhibitors; actives 0.008% (n = 240,000); AID 2107;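 also: 0% = enzyme with vehicle and -100% = no enzyme basal signal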
Target sequence (P06280 32-429 limits assumed): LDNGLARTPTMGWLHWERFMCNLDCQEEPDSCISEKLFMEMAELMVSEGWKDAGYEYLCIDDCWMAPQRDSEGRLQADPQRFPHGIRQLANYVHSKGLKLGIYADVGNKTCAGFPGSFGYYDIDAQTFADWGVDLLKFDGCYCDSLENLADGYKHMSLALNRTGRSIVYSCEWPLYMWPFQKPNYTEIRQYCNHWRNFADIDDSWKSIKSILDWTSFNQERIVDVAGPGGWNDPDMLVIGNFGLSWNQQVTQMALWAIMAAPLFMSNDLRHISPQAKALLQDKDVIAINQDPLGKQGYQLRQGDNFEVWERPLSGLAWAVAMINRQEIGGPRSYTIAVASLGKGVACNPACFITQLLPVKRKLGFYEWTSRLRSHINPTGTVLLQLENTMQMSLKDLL
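Inhibition or activation of alpha-galactosidase in human spleen homogenate is scored by 4-MU fluorescence after 40 min at 37C, pH 5.0, with 1 mM substrate. AC50s come from concentration-response fitted to the Hill equation.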
GAA inh: blocks human lysosomal alpha-glucosidase; P10253; purified human GAA, 4-MU-alpha-glucoside fluorescence; Potency, µM (titrated, usually from 76.9 µM), inactives show top-dose activity change, negative = inhibition, actives largely listed as inhibitors; actives 0.005% (n = 200,000);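 also: plate controls were uninhibited enzyme wells for no effect and no-enzyme background for full effect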
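Activity normalized between no-enzyme (basal) and enzyme-only wells. Conditions: 4 nM human enzyme, 400 uM fluorogenic substrate, citrate/phosphate pH 5.0 with Tween-20, 20 min room temperature, compounds up to 77 uM.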
Tau fibril FP: inhibitors of human tau fibril formation; K18 P301L tau heparin fibrillization, Alexa594 FP, 6 h; actives 0.39% (n = 280,000); Potency, µM (highest dose often 57.7 µM), without a hit: top-dose activity, negative = inhibition, hits mostly inhibitors; P10636; also: % is scaled to controls: 0 for no effect and ±100 for the full control effect; nearly all actives have a fitted effect of over 55% in size
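Human K18 P301L fragment (15 uM unlabeled plus 0.24 uM Alexa 594-labeled) in 100 mM sodium acetate pH 7 with compound, aggregation induced by 20 uM heparin for 6 hr at 37 C. ThT (30 uM) added for 1 hr, then Alexa 594 FP read.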
GAA glycogen mod: alters human alpha-glucosidase cleavage of glycogen | recombinant GAA, glycogen substrate, Amplex Red glucose oxidase fluorescence | actives 0.38% (n = 300,000) | P10253 | AID 2100 | Potency, µM (titrated, usually from 76.4 µM), inactives show at the top dose activity change, negative = inhibition, usual class: inhibitors;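 also: 0% = full enzyme reaction and -100% = no-enzyme basal signal; the screen sought inhibitors and activators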
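qHTS, 1536-well; enzyme 4 nM final; cpd up to 77 uM; substrate bovine liver glycogen 30 ug; 50 mM citrate/phosphate pH 5.0, 0.01% Tween-20; 37 C, 40 min; Amplex Red detection 45 min RT; Hill fit → AC50.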
The depositor's hits bear a star; ? = inconclusive; nt = not tested or not shown; [ ] = remark or other dose. Calls follow the shape of the dose curve; as a rule, active = well fitted curve in the direction sought with a large enough effect; inconclusive = small, poorly fitted or top-dose-only effect, or another doubt; inactive = no such curve, though single readings can be large; an effect the other way counts as inactive or inconclusive. Potency is read from the fitted curve at half-maximal effect. This is a random part of the collection; overall some 3.3% were active at least once.

SMILES | Tau fibril ThT | GAA spleen mod | Tau fluor counter | HTT cytoprotect | aGal spleen mod | GAA inh | Tau fibril FP | GAA glycogen mod
COC(=O)c1[nH]c2ccccc2c1NC(=O)C(C)N1CCOCC1 (configuration not stated) | 0% | 1% | 5% | 6%[10 µM] | 2% | nt | 5% | 5%
CCCn1c(SCC(=O)NC2CCCCC2)nnc1-c1ccncc1 | -4% | 2% | -1% | 2%[10 µM] | 4% | -1% | -2% | -12%
CN(C)c1ccc(/C=N/NC(N)=S)cc1[N+](=O)[O-] | ? | -5% | -8% | 12%[10 µM] | -9% | -3% | -2% | -2%
COc1ccc(OC)c(-c2nnc(SCC(=O)N3CCOCC3)o2)c1 | 3% | -3% | 3% | 1% | 0% | ? | 1% | -12%
CN(CCCCCNC(=O)/C=N/O)Cc1ccccc1 | 4% | 1% | -3% | 7%[10 µM] | 1% | 0% | -8% | -1%
Cc1ccc(NCc2nnc(SCC(=O)Nc3cccc(O)c3)n2CC2CCCO2)c(C)c1 (configuration not stated) | -2% | -10% | -14% | -14% | -7% | -13% | -4% | -7%
CC(=O)c1ccc(NC(=O)c2cc3nc4c(c(C(F)(F)F)n3n2)CCCC4)cc1 | ? | -5% | -21% | -3%[10 µM] | 5% | 6% | -4% | 0%
O=C(c1ccco1)N1CCC(n2nnc3ccccc32)CC1 | 5% | -3% | 8% | -1%[10 µM] | -19% | 1% | 11% | -3%
O=C(CN1CCC2(CC1)OCCO2)c1ccc2cc[nH]c2c1 | -20% | -4% | -9% | -18%[0.074 µM] | -4% | 3% | -2% | 6%
C=CCn1ccc2c([N+](=O)[O-])cccc2c1=O | 0% | nt | 2% | -28% | 0% | 0% | 5% | 9%
CC(C)CNc1nc(Oc2ccc(=O)n(-c3ccccc3)n2)nc(N2CCOCC2)n1 | -7% | -12% | -12% | -21% | -15% | 5% | -2% | 0%
Cc1cc(C)n2nc(-c3cccnc3)nc2n1 | -6% | -6% | 2% | -11% | -5% | -2% | -2% | 2%
CN1CCN(CCCCOc2ccc(F)cc2)CC1 | 11% | 8% | 12% | 3% | 7% | 6% | 3% | -10%
CCOc1ccc(NC(=O)Cn2nc(-c3ccccc3Cl)n(CC)c2=S)cc1 | -10% | 4% | -9% | -10% | 4% | -8% | -9% | 3%
C[N+](C)(C)CCOC(=O)C1(c2ccccc2)CCCC1 | -10% | -5% | -9% | -3% | -13% | 0% | 1% | 11%
Clc1cccc(N=NN2CCOCC2)c1Cl | -8% | -2% | -13% | 4%[10 µM] | -6% | 4% | -4% | -4%
O=C(O)CNC(=O)/C(=C/c1cccc([N+](=O)[O-])c1)NC(=O)c1ccco1 | -18% | 1% | -6% | -3%[10 µM] | 1% | 0% | ? | -2%
CCO[C@H]1OC(C(=O)N2CCN(Cc3ccc4c(c3)OCO4)CC2)=C[C@@H](C2CCCCC2)[C@@H]1CCCO | -8% | -1% | 2% | -8%[10 µM] | 3% | nt | 6% | -9%
CC[C@@H](C)[C@H](NC(=O)OC(C)(C)C)c1nnc(S(=O)(=O)Cc2cc(C)ccc2C)o1 | 14% | -9% | -1% | ? | -10% | ? | 7% | 8%
Cc1ccc(N2CCCn3c2nc2c3c(=O)n(CCN3CCOCC3)c(=O)n2C)cc1 | -10% | 2% | 2% | 8% | -1% | -2% | 1% | 1%
CCCC(C)C(=O)Nc1ccc2c(c1)OCCO2 (configuration not stated) | -5% | 0% | -4% | 16% | 3% | -2% | -3% | -10%
OCCOCCNc1ncnc2nc[nH]c12 | 4% | 7% | 0% | 23% | 2% | 4% | -11% | 3%
COc1cccc(N(C(=O)Cn2nnc(-c3ccc(C)o3)n2)C(C(=O)NC(C)(C)C)c2cccs2)c1 (configuration not stated) | -11% | 1% | -19% | 9%[1.9 µM] | 1% | ? | ? | 3%
Cc1ccc(/C=C2\SC(=S)N(CCCC(=O)Nc3ccc(O)cc3)C2=O)cc1 | ? | -2% | ? | 4%[10 µM] | 2% | nt | -5% | -1%
CC1CC(C)CN(C(=O)CSc2nnc(CSc3ncccn3)n2C)C1 (configuration not stated) | -6% | 1% | -1% | -2% | 1% | 1% | 4% | 9%
Cc1nn(C)cc1C(C)NCc1c(C(=O)N2CCCCCCC2)nc2ccc(Cl)cn12 (configuration not stated) | 8% | 2% | 2% | -11%[10 µM] | 7% | nt | -10% | -10%
CCc1ccc2c(c1)C(c1cccs1)=NNC(c1cccnc1)=N2 | -10% | -3% | -11% | ? | -1% | -5% | 0% | -8%
Cc1cc(C(F)(F)F)c2c(N)c(C(=O)Nc3cc(C)on3)sc2n1 | ? | 0% | -1% | -6%[10 µM] | -4% | -6% | 6% | -8%
COC(=O)c1cc(OC)c(OC)c(OC)c1[N+](=O)[O-] | -8% | 4% | 14% | ? | 8% | 3%[15.4 µM] | 4% | -8%
CCCC1(C)Nc2ccccc2-c2nc3ccccc3n21 (configuration not stated) | ? | 15% | -26% | -26% | ? | ? | 8% | -11%
CCc1ccccc1N1CC23C=CC(O2)C(C(=O)O)C3C1=O (configuration not stated) | -1% | -7% | 0% | 16%[10 µM] | -10% | -1% | -5% | 4%
CN(C)C(=O)c1ccc(-c2nc(NCc3ccccc3)c3ccccc3n2)cc1 | 5% | 9% | -23% | -26% | -4% | nt | -10% | nt
COc1cc(CC(=O)N/N=C/c2ccc([N+](=O)[O-])cc2)c([N+](=O)[O-])cc1OC | ? | 0% | ? | 21%[10 µM] | 3% | -5% | ? | 1%
CCc1cc(S(N)(=O)=O)cc(CC)c1NC(C)=O | -2% | -6% | -6% | 19%[10 µM] | -18% | nt | -3% | 1%
COc1ccc(-c2ccc3nnc(SCC(N)=O)n3n2)cc1 | -6% | 1% | -10% | -53% | 2% | 1% | -13% | 1%
CCc1ccc(OCC(=O)N(Cc2cccs2)c2ccc(Cl)cc2)cc1 | -13% | nt | -11% | nt | nt | nt | 7% | 6%[76.3 µM]
O=C(N1CCOCC1)N(Cc1ccccc1)c1ccccn1 | -6% | 3% | 1% | -5% | -2% | 2% | 0% | -2%
O=C(Nc1nnc(SCc2ccc(F)cc2)s1)c1cccnc1Cl | -6% | 0% | -9% | -11%[10 µM] | -17% | -11% | -2% | -7%
Cc1ccc(Sc2c(O)c3ccccc3n(C)c2=O)cc1 | 1% | 2% | 6% | nt | -7% | -4% | 4% | -5%
COc1ccc(N(CC(=O)N/N=C/c2ccco2)S(=O)(=O)c2ccccc2)cc1Cl | -16% | -7% | ? | 12%[10 µM] | -4% | -13% | -11% | -1%
CCN1CCN(CCCN(Cc2cccs2)C(=S)Nc2ccccc2C)CC1 | 4% | 2% | 9% | -35%[inhibitor] | 0% | 3% | -3% | 3%
CC/C=C\CC[C@H](O)C1=CCCCC1=O | -16%[11.5 µM] | 2%[17.4 µM] | -24%[11.6 µM] | -20%[10 µM] | 4%[17.5 µM] | nt | -22%[11.6 µM] | nt
C=C(C)CSc1nnc2n(C)c(=O)c3c4c(sc3n12)CCC4 | -2% | -2% | 5% | 5% | 6% | 5% | 5% | 3%
Cc1cccc2cc(CN(Cc3ccco3)C(=O)c3cccs3)c(=O)[nH]c12 | -25% | -18% | -6% | 4% | -3% | -8% | 2% | -2%
CCC(=O)c1cc2c(cc1NC(=O)c1cccs1)OCCO2 | 9% | -6% | -11% | -11% | -6% | -2% | -9% | -4%

Sorted by formula weight (low to high): part of the list above
SMILES | Tau fibril ThT | GAA spleen mod | Tau fluor counter | HTT cytoprotect | aGal spleen mod | GAA inh | Tau fibril FP | GAA glycogen mod
CC/C=C\CC[C@H](O)C1=CCCCC1=O | -16%[11.5 µM] | 2%[17.4 µM] | -24%[11.6 µM] | -20%[10 µM] | 4%[17.5 µM] | nt | -22%[11.6 µM] | nt
CCc1ccccc1N1CC23C=CC(O2)C(C(=O)O)C3C1=O (configuration not stated) | -1% | -7% | 0% | 16%[10 µM] | -10% | -1% | -5% | 4%
O=C(Nc1nnc(SCc2ccc(F)cc2)s1)c1cccnc1Cl | -6% | 0% | -9% | -11%[10 µM] | -17% | -11% | -2% | -7%

Other structures.
SMILES | Tau fibril ThT | GAA spleen mod | Tau fluor counter | HTT cytoprotect | aGal spleen mod | GAA inh | Tau fibril FP | GAA glycogen mod
CCN1CCN(C(=S)Nc2cccc(Cl)c2)CC1 | 4% | -19% | 7% | -10% | 2% | 3% | -1% | -14%
C#CCOCCOCCOCCNc1nc(N2CCN(C(=O)[C@H](CCC(=O)O)n3cc(C(N)CC(C)C)nn3)CC2)nc(N2CCN(C(=O)[C@H](Cc3cc4ccccc4[nH]3)n3cc(C(N)[C@H](C)CC)nn3)CC2)n1 (some centres not stated) | -4% | -12% | 7% | 4%[10 µM] | -12% | nt | 10% | -7%
COCCn1c(=N)c(C(=O)NCC2CCCO2)cc2c(=O)n3ccccc3nc21 (configuration not stated) | -9% | nt | -3% | nt | nt | nt | 7% | 11%[76.3 µM]
O=C(c1ccc(Oc2ccc(C(F)(F)F)cn2)cc1)N1CCN(c2ccccc2)CC1 | ? | -13% | -10% | 4% | -12% | ? | 4% | 4%
Cc1oc(C(C)(C)C)c(CN2CCOCC2)c1C(=O)O | -14% | 3% | -9% | 19%[10 µM] | 5% | 2% | -1% | 5%
O=C1NC(c2cccc([N+](=O)[O-])c2)Oc2ccccc21 (configuration not stated) | -6% | 1% | -15% | 16% | 2% | -4% | 2% | -3%
Cc1cc(C(=O)COC(=O)CCc2nc3ccccc3s2)c(C)n1C | ? | 8% | -10% | 1%[10 µM] | 6% | 0% | 6% | -1%
COc1ccc(NC(=O)C2=C(C)Nc3ncnn3C2c2ccccc2C(F)(F)F)c(OC)c1 (configuration not stated) | 2% | -2% | 2% | -2%[0.074 µM] | 1% | -6% | -2% | 0%
Cc1sc2nc3c4ccccc4c(NCc4ccco4)nn3c(=O)c2c1C | 25µM* | 6% | ? | -5%[1.9 µM] | 10% | 6% | 35µM* | 6%
Cc1c(Cl)c(=O)oc2cc(OC(C)C)ccc12 | -14% | -4% | -15% | nt | 16% | ? | 0% | -2%
